NPY1 pot ag: potentiates or activates human NPY-Y1 receptor; P25929; NPY-Y1 expressing cells, potentiator/agonist activation; 220,000 tested, 0.37% active; activation, % at 3.6 µM; AID 1304; in the data active = activation above about 33%, passing the limit was not always enough;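 also: cells stimulated with NPY at EC10 then isoproterenol at EC100; 0% = low agonist plus stimulus and 100% = saturating agonist plus stimulus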
Target sequence (P25929 whole entry, looked up): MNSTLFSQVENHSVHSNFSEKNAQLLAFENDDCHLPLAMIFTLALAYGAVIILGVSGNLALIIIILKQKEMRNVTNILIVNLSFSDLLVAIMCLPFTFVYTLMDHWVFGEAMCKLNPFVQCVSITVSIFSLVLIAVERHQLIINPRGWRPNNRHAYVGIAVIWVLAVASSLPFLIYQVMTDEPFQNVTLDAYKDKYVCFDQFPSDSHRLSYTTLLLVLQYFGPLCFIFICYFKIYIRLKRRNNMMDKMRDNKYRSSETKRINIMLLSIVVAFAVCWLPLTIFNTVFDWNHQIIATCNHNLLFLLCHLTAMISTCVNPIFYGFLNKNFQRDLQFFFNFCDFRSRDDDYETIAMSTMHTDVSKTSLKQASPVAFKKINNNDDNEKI
TRPML3 agonist: agonists of human TRPML3 channel; Q8TDD5; HEK293 TRPML3-YFP, Fluo-8 calcium fluorescence; 100% = the carbachol control signal; activation, % at 3 µM; 220,000 tested, 0.29% active; AID 1448;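 active = activation above its plate's cutoff, the mean activation of the plate's test wells plus 3 SD, cut at about 12% in these data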;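 also: 0% = DMSO only wells and 100% = carbachol wells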
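Material: TRPML3-YFP stable HEK293 cells | Dosing: One concentration, 3 µM nominal, 0.3% DMSO | Timing: 125 s total fluorescence read per well | Technique: Fluo-8 calcium dye fluorescence, ex 470-495, em 515-575 nm | Measure: Percent activation from peak-to-basal fluorescence ratio, scaled between DMSO and carbachol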
EP2 modulator: modulators of human EP2 prostaglandin E2 receptor; EP2-expressing cells, cAMP HTRF FRET, PGE2 co-stimulation; induction, % at 25 µM; P43116; 260,000 tested, 0.83% active;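 active = compounds whose cAMP rise, as percent of the full-agonist control response, exceeds 60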;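 also: rat C6 glioma line stably carrying human EP2 under a CMV promoter; the protocol text gives 20 µM as final concentration; 100% = response of wells given 1 µM PGE2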
Target sequence (P43116 whole entry, looked up): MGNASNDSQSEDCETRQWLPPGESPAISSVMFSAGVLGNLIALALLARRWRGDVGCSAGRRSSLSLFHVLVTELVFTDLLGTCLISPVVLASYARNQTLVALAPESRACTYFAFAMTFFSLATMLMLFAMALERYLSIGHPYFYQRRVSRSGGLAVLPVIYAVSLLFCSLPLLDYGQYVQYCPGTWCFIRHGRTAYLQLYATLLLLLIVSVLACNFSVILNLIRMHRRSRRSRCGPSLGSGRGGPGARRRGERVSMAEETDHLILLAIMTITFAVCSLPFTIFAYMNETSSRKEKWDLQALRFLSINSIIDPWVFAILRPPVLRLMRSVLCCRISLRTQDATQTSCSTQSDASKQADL
14-3-3 Bad inh: disrupts binding of bovine 14-3-3 zeta to phospho-Bad peptide. P63103. TR-FRET 14-3-3zeta/Dy647-pBad peptide displacement, 1 h. inhibition, % at 21.7 µM. 220,000 tested, 0.71% active. AID 781;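 active = inhibition above about 70%, limit read from the data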;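 also: 0% = full 14-3-3 plus peptide FRET controls and 100% = background without 14-3-3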
Target sequence (P63103 whole entry, looked up): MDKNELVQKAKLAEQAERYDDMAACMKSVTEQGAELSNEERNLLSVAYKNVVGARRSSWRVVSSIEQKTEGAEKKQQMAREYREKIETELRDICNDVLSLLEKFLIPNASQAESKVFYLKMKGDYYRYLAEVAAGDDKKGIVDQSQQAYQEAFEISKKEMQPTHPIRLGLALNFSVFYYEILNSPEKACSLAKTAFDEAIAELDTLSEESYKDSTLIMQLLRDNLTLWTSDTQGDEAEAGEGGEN
zfTRPN1 agonist: agonists of zebrafish TRPN1 channel. 220,000 tested, 0.18% active. HEK293 zebrafish TRPN1-YFP, Fluo-8 calcium fluorescence; 100% = response to 87 µM carbachol. activation, % at 3 µM. AID 1424;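 active = activation above its plate's cutoff, the mean activation of test wells on that plate plus 3 SD, cut at about 19% in these data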;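 also: 0% = DMSO alone and 100% = 87 µM carbachol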
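Material: zebrafish TRPN1-YFP in HEK293 cells; Doses: single test compound dose, 3 µM nominal, 0.3% DMSO; Timing: dye loading 1 h at 37 °C, then 30 min room temperature; Technique: intracellular calcium fluorescence with Fluo-8; Benchmarks: high carbachol 87 µM, low DMSO alone.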
CHOP inh: inhibitors of CHOP induction in ER stress response; CHO-K1 CHOP-promoter luciferase, tunicamycin-induced, 15-18 h; inhibition, % at 10 µM; 220,000 tested, 3.8% active; AID 2732;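 active = compounds that reduced the stress-induced luciferase reporter signal by more than about 70% of percent inhibition, limit read from the data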;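 also: 0% = tunicamycin plus vehicle and 100% = wells without tunicamycin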
NPY-Y1 antag: blocks the human neuropeptide Y Y1 receptor | HEK293-CNG Y1 cells, membrane potential fluorescence; NPY at EC95, then isoproterenol | 200,000 tested, 1% active | P25929 | inhibition, % at 3.6 µM;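 active = inhibition above the campaign mean inhibition of all tested compounds plus 3 SD, cut at about 20% in these data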;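 also: 0% = DMSO wells given NPY plus isoproterenol and 100% = isoproterenol alone without NPY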
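System: HEK293 cells with Y1 receptor plus CNG channel / Probe or stimulus: NPY 25 nM then isoproterenol 1 µM plus Ro 20-1724 25 µM / Compound: one concentration, 3.6 µM, in 0.4% DMSO / Schedule: compound incubation 1 h at room temperature, readout 45 min post-stimulation / Measured by: membrane potential fluorescence / Read-out: % inhibition of NPY effect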
PPC-1+TRAIL kill: compounds killing PPC-1 cancer cells with TRAIL present (potentiator screen, no TRAIL-free arm) | PPC-1 cells + TRAIL, ATPLite viability luminescence | 220,000 tested, 0.41% active | cell killing (% activity), % at 4 µM | AID 1443;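 active = cell killing above 50% in the first pass at 4 µM, then a duplicate retest at 5 µM averaging 50% or more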;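 also: plate controls were cells with TRAIL plus DMSO for no effect and medium-only wells lacking cells for full effect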
PGE2 EP2 inh: EP2 receptor (human) inhibition; C6 glioma cells expressing human EP2, cAMP TR-FRET; cells stimulated with saturating PGE2; P43116; inhibition, % at 25 µM; 260,000 tested, 0.52% active; AID 1422;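 active = percent inhibition above 40 after rounding to a whole number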;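 also: rat C6 glioma host cells with rolipram phosphodiesterase inhibitor present; the protocol text gives 20 µM as final concentration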
The depositor's hits bear a star; · = not tested or not shown; & = joins results of further samples; [ ] = dose if it differs, or a comment.

Short keys: A = NPY1 pot ag; B = TRPML3 agonist; C = EP2 modulator; D = 14-3-3 Bad inh; E = zfTRPN1 agonist; F = CHOP inh; G = NPY-Y1 antag; H = PPC-1+TRAIL kill; I = PGE2 EP2 inh
CC(=O)c1cccc(NC=C2C(=O)OC3(CCCCC3)OC2=O)c1
  A: 1	B: 0.8	C: -25	D: -3	E: -1.6	F: -3	G: -2	H: 0	I: 15

CC(=O)N1CCN2C(=O)C1CCCC(=O)c1cc(C)ccc12 (centres undefined)
  A: -12	B: 0.4	C: -2	D: 15	E: -0.7	F: 7	G: -3	H: 2	I: 10

Cc1cccc(C(=O)NC(CC(=O)O)c2ccc(OC3CCCC3)cc2)c1[N+](=O)[O-] (centres undefined)
  A: -18	B: 1.0	C: -8	D: -13	E: 0.5	F: -6	G: 10	H: 18	I: 13

COC(=O)C1=C(N)Oc2cc(C)n(Cc3cccnc3)c(=O)c2C1c1ccc(OC)c(OC)c1 (centres undefined)
  A: 16	B: 0.1	C: -8	D: 9[fluorescence artefact?]	E: 1.0	F: -8	G: -5	H: 15	I: ·

CC(=O)c1ccc2c(c1)OCCOCCOCCOCCOCCO2
  A: 18	B: -0.1	C: -19	D: 0	E: 1.5	F: -13	G: ·	H: 3	I: 4

Cc1sc2ncn3cnnc3c2c1C
  A: 6	B: 0.0	C: 14	D: 0[fluorescence artefact?]	E: -0.5	F: 2	G: 1	H: 2	I: 5

N#Cc1ccc(-c2csc(-c3ccno3)n2)cc1
  A: -30	B: 0.5	C: -2	D: -3	E: -1.6	F: -7	G: ·	H: -9	I: 6

O=C(CCc1ccccc1)N/N=C/c1cc(Br)ccc1O
  A: -31	B: 0.6	C: -15	D: -11[fluorescence artefact?]	E: 0.5	F: 76*	G: 1	H: 16	I: 16

C/C(=N\NC(=O)CC1N=C(Cc2ccccc2)NNC1=O)c1ccc(Br)cc1 (centres undefined)
  A: -1	B: 0.8	C: 5	D: 0	E: -0.5	F: 24	G: ·	H: 24	I: 7

CS(=O)(=O)N(CCc1ccccc1)CC(=O)NCc1ccccc1
  A: 4	B: 0.2	C: 39	D: -10	E: -0.3	F: 8	G: 2	H: -7	I: 4

COc1ccc(-c2csc(Nc3ccc(C)cn3)n2)cc1
  A: 7	B: 0.8	C: -39	D: 0	E: -0.6	F: -37	G: -4	H: 28	I: 8

C=CCc1c(O)c(CC)cc2c(C)cc(=O)oc12
  A: -13	B: -0.1	C: -2	D: 8	E: -1.1	F: 1	G: ·	H: 10	I: 9

CCCc1nc2ccccc2c(C(=O)OCC(=O)Nc2cccc(S(=O)(=O)N3CCOCC3)c2)c1CC
  A: 18	B: 0.4	C: -8	D: -17	E: 1.7	F: 77*	G: 0	H: 3	I: 6

Cc1cccn2c(=O)c(/C=C(\C#N)C(=O)NCc3ccco3)c(N3CCCCC3)nc12
  A: -4	B: -0.1	C: -3	D: 2	E: -0.9	F: 22	G: 0	H: -12	I: 4

O=C(COC(=O)c1cccc(C(=O)OCC(=O)NC2CCCCC2)n1)NC1CCCCC1
  A: -6	B: 0.5	C: 8	D: 4	E: -0.3	F: -3	G: 1	H: -19	I: 15

O=c1c2c(nc3cc(-c4ccc(Cl)cc4)[nH]n13)CCS2
  A: -13	B: 0.1	C: 14	D: -12	E: -0.5	F: 25	G: 0	H: 41	I: 7

COCCOc1cc(COC)nc(-c2cccc(C)c2)n1
  A: -6	B: -0.8	C: 8	D: 0	E: -0.9	F: 11	G: ·	H: 6	I: 10

COc1ccc(C(=O)NCCCCCC(=O)N/N=C/c2ccco2)cc1OC
  A: -5	B: 0.6	C: 46	D: -2[fluorescence artefact?]	E: -0.4	F: 20	G: -2	H: -1	I: 7

O=C1C2C3CC(C2C(=O)N1c1cccc(Cl)c1)[C@H](O)C3O (some centres undefined)
  A: -5	B: -0.1	C: 3	D: -5	E: 2.1	F: 6	G: ·	H: 10	I: 3

CC(C)CCN(C(=O)Nc1ccccc1)C(C)c1cccs1 (centres undefined)
  A: -15	B: 0.0	C: 46	D: -7	E: -0.7	F: 4	G: 3	H: 19	I: 4

CCOC(=O)c1cnc(-n2nc(C)cc2C)nc1NNc1cc(-c2ccccc2)nc(C)n1
  A: -3	B: 0.5	C: 2	D: -1	E: 0.2	F: 74*	G: 0	H: -7	I: 9

CCc1nc(SCC(=O)Nc2cccc(C(F)(F)F)c2)c2c(=O)n(C)c(=O)n(C)c2n1
  A: -13	B: -0.1	C: 33	D: -10	E: -0.1	F: 70	G: 0	H: 6	I: 9

O=[N+]([O-])c1cccc2c(N3CCOCC3)ccnc12
  A: 4	B: 2.7	C: -16	D: -9	E: 1.9	F: 32	G: 0	H: 19	I: 11

CCS(=O)(=O)N1CCN(C(=O)c2ccccc2[N+](=O)[O-])CC1
  A: -10	B: 0.7	C: 7	D: -3	E: 1.5	F: 10	G: -3	H: -1	I: 3

CCOc1ccc2nc(NC(=O)/C=C/c3ccc4c(c3)OCO4)sc2c1
  A: 7	B: 0.1	C: 27	D: 40	E: 0.5	F: -4	G: 2	H: 27	I: 5

Short keys: A = NPY1 pot ag; B = TRPML3 agonist; C = EP2 modulator; D = 14-3-3 Bad inh; E = zfTRPN1 agonist; F = CHOP inh; G = NPY-Y1 antag; H = PPC-1+TRAIL kill; I = PGE2 EP2 inh
Cc1ccc(S(=O)(=O)n2cnc3ccccc32)c(C)c1
  A: -27	B: 1.1	C: -3	D: 16	E: -0.3	F: 17	G: -1	H: 16	I: 2

COc1ccc(N/C=C(\C#N)c2ccc(OCCCF)cc2)cc1
  A: -24	B: 0.4	C: -33	D: -28	E: -1.8	F: 8	G: 8	H: 15	I: 13

COc1ccc(C2CC(c3ccc(Cl)c(Cl)c3)Nc3nc(N)nn32)cc1 (centres undefined)
  A: ·	B: ·	C: -8	D: 0	E: ·	F: 46	G: ·	H: -6	I: 9

CN(C(=O)COC(=O)c1c2c(nc3ccccc13)/C(=C/c1cccc([N+](=O)[O-])c1)CCC2)C1CCS(=O)(=O)C1 (centres undefined)
  A: 4	B: 0.9	C: -5	D: -2[fluorescence artefact?]	E: 3.5	F: -3	G: 1	H: 20	I: 6

COc1ccc(C(=O)Nc2cc(C)on2)cc1S(=O)(=O)N1CC(c2ccccc2)CC1=O (centres undefined)
  A: 12	B: 0.5	C: 21	D: 90*	E: 0.8	F: -4	G: 3	H: -7	I: 9

Cc1ccc(N2C(=O)NC(NC(=O)C3CC3)(C(F)(F)F)C2=O)cc1 (centres undefined)
  A: -3	B: 0.2	C: 2	D: -9	E: -0.6	F: 12	G: 0	H: 7	I: 3

Cc1csc(NC(=O)C2CCN(S(=O)(=O)c3cccs3)CC2)n1
  A: 4	B: 2.7	C: -47	D: -3	E: 1.7	F: -13	G: 0	H: 13	I: 5

O=S(=O)(NCC1CCCO1)c1cnc(Cl)c(Br)c1 (centres undefined)
  A: 11	B: -0.1	C: 24	D: 3	E: -0.4	F: 6	G: -3	H: 2	I: 2

O=C(NCc1ccccc1Cl)C1CCC(CNc2c(N3CCCCC3)c(=O)c2=O)CC1 (centres undefined)
  A: 1	B: 0.8	C: 24	D: 1	E: -0.5	F: 4	G: -1	H: -5	I: 7

CCN(CC)C(=O)C(=O)Nc1ccc(OC)c(Cl)c1
  A: 16	B: 0.1	C: 0	D: -3	E: 0.8	F: -8	G: -1	H: 4	I: 2

Cc1c(Cl)cccc1NC(=O)CCC(=O)NNC(=O)c1ccccc1
  A: -13	B: -0.3	C: 4	D: 5	E: 0.1	F: 31	G: -4	H: 24	I: 2

Cc1cccc(N2C(=O)CS/C2=N\NC(=O)c2ccc(Br)cc2)c1C
  A: 1	B: 0.3	C: 28	D: -7	E: 0.2	F: 12	G: 1	H: -4	I: 3

CCN1C(=O)/C(=C/c2cccs2)SC1=Nc1ccc(OC)cc1
  A: -12	B: 0.1	C: 34	D: -13	E: 0.5	F: 30	G: 16	H: -6	I: 3

O=C(CN1C(=O)c2ccccc2C1=O)NCCc1c[nH]c2ccc(Cl)cc12
  A: -12	B: 1.2	C: -90	D: -5[fluorescence artefact?]	E: 0.5	F: 34	G: 1	H: 27	I: 14

CC(C)c1nc2ccccn2c1NC1CCCCC1
  A: 1	B: 0.3	C: -37&-4	D: 26	E: -0.2	F: 27	G: 3	H: 8	I: 8&7

CN(C)S(=O)(=O)Nc1cc(Cl)cc(Cl)c1
  A: -16	B: 0.8	C: 18	D: 8	E: 1.6	F: 12	G: 20	H: 17	I: 8

CCN(CC)S(=O)(=O)c1ccc(N2CCCC2)c(NC(=O)c2ccc(OC)cc2OC)c1
  A: -4	B: -1.3	C: 17	D: -12	E: -1.6	F: 33	G: 5	H: 11	I: 3

O=C1/C(=C\c2ccco2)SC(=S)N1c1ccccc1
  A: -9	B: 0.0	C: 10	D: 2	E: -0.2	F: 27	G: -3	H: 8	I: 12

CC1(C)Cc2nc3sc4c(NCCO)ncnc4c3cc2CS1
  A: -5	B: 1.1	C: 2	D: 0	E: 1.3	F: -11	G: ·	H: 12	I: 10

Entries listed so far containing a cyano group:
Short keys: A = NPY1 pot ag; B = TRPML3 agonist; C = EP2 modulator; D = 14-3-3 Bad inh; E = zfTRPN1 agonist; F = CHOP inh; G = NPY-Y1 antag; H = PPC-1+TRAIL kill; I = PGE2 EP2 inh
N#Cc1ccc(-c2csc(-c3ccno3)n2)cc1
  A: -30	B: 0.5	C: -2	D: -3	E: -1.6	F: -7	G: ·	H: -9	I: 6

Cc1cccn2c(=O)c(/C=C(\C#N)C(=O)NCc3ccco3)c(N3CCCCC3)nc12
  A: -4	B: -0.1	C: -3	D: 2	E: -0.9	F: 22	G: 0	H: -12	I: 4

COc1ccc(N/C=C(\C#N)c2ccc(OCCCF)cc2)cc1
  A: -24	B: 0.4	C: -33	D: -28	E: -1.8	F: 8	G: 8	H: 15	I: 13

Compound profiles, as listed above:
CC1(C)Cc2nc3sc4c(NCCO)ncnc4c3cc2CS1 across the screens: NPY1 pot ag: -5; TRPML3 agonist: 1.1; EP2 modulator: 2; 14-3-3 Bad inh: 0; zfTRPN1 agonist: 1.3; CHOP inh: -11; NPY-Y1 antag: ·; PPC-1+TRAIL kill: 12; PGE2 EP2 inh: 10
O=C(NCc1ccccc1Cl)C1CCC(CNc2c(N3CCCCC3)c(=O)c2=O)CC1 (centres undefined) across the screens: NPY1 pot ag: 1; TRPML3 agonist: 0.8; EP2 modulator: 24; 14-3-3 Bad inh: 1; zfTRPN1 agonist: -0.5; CHOP inh: 4; NPY-Y1 antag: -1; PPC-1+TRAIL kill: -5; PGE2 EP2 inh: 7

Some of the compounds tested, so the mix of outcomes need not match the whole.
